Screens (PubChem)
INS promoter inh = TRM-6 insulin promoter activity inhibition; AID 1273; TRM-6 cells (human fetal islet line), insulin promoter-eGFP reporter, imaging; reporter expression induced with tamoxifen; 130,000 tested, 0.9% active; inhibition, % at 2 µM;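 active = inhibition above the mean plus 3 SD, with well images judged a real hit on visual review, cut at about 60% in these data, passing the limit was not always enough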
sdo1 growth = sdo1-depleted yeast growth rescue | S. cerevisiae sdo1-depleted JHY4D growth rescue, OD600 30 h; active compounds read high; pdr5 snq2 efflux-pump mutant strain | 140,000 tested, 0.21% active | z-score at 10 µM;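 active = z-score above 3 at both the 24 hr and the 30 hr optical density reads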;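 note: z-score against mean and SD of all compound wells on the same plate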
sdo1 growth Rescue 24 h = also measured in sdo1 growth; calls as there; z-score; S. cerevisiae sdo1-depleted JHY4D growth rescue, OD600; measured here: growth rescue at 24 h;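 0 is the plate mean of compound wells and units are plate SD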
The depositor's hits bear a star; nt = not tested or not shown; & = joins results of further samples.

Molecule,INS promoter inh,sdo1 growth Rescue 24 h,sdo1 growth
CCOc1ccc(C(O)Cn2c(=N)n(CCN3CCCCC3)c3ccccc32)cc1 (stereo not given),nt,2.3,1.2
CCS(=O)(=O)c1ccc(C(=O)Nc2cccc(Cl)c2)c(Cl)c1Cl,-15,-1.1,-1.6
CCOC(=O)N1CCN(c2c(NCC3CCN(Cc4cccc(C)c4)CC3)c(=O)c2=O)CC1,14,1,1.1
CCc1ccc2[nH]c(=O)c(C3C(C#N)=C(N)Oc4c3ccc3cccnc43)cc2c1 (stereo not given),5,-0.75,-0.08
Cc1cc(N2CCOCC2)ncc1[N+](=O)[O-],nt,-0.62,0.61
CCc1noc(N)c1C(=O)Nc1ccc(F)c(Cl)c1,-12,0.12,0.06
Cc1ccccc1SCc1noc(C(=O)NC(C)C)c1C(=O)O,-51,0.71,0.87
CC(Oc1ccc(Cl)cc1Cl)C(=O)Nc1ncccn1 (stereo not given),nt,-0.01,0.37

Next section, overlapping the part above by 4 compounds.
Molecule,INS promoter inh,sdo1 growth Rescue 24 h,sdo1 growth
Cc1cc(N2CCOCC2)ncc1[N+](=O)[O-],nt,-0.62,0.61
CCc1noc(N)c1C(=O)Nc1ccc(F)c(Cl)c1,-12,0.12,0.06
Cc1ccccc1SCc1noc(C(=O)NC(C)C)c1C(=O)O,-51,0.71,0.87
CC(Oc1ccc(Cl)cc1Cl)C(=O)Nc1ncccn1 (stereo not given),nt,-0.01,0.37
Cc1ccc(C)c(NS(=O)(=O)c2ccc(OCC(=O)NCC3CCCO3)cc2)c1 (stereo not given),33,nt,nt
Cc1ccccc1C(=O)Oc1ccccc1C(=O)N1CCOCC1,40,0.41,0.3
CCOC(=O)c1[nH]c2ccccc2c1NC(=O)CC,nt,0.17,0.75
O=C(COc1ccc(/C=N/NS(=O)(=O)c2ccccc2)cc1)Nc1ccccc1,-285,-1.8,-0.77
COc1ccc(CCNC(=O)CN(c2cccc([N+](=O)[O-])c2)S(C)(=O)=O)cc1OC,-45,nt,nt
Cc1nc(C#N)c(NCc2ccc3c(c2)OCO3)o1,20,-0.47,-0.12
CCN1C(=O)CC(Sc2ccccc2C(=O)O)C1=O (stereo not given),0,-1.3,-0.48
COC(=O)COc1ccc2cccc(-n3cnnn3)c2c1,0,nt,nt
Cc1sc2nc(-c3cccnc3)nc(Cl)c2c1-c1ccccc1,-11,-0.61,-0.97
CCC1(C)Cc2ccccc2-c2nc(NCCO)n(-c3ccccc3)c(=O)c21 (stereo not given),-200,-0.7,-0.58
COc1ccc2nc(NC(=O)CSc3nnc4n3C(C)(C)Cc3ccccc3-4)sc2c1,27,0.93,-0.25
CCOC(=O)C1=C(CSc2nccn2C)NC(=O)NC1c1ccc(OC)cc1 (stereo not given),-53,1.6,1.6
COc1ccc2ccccc2c1/C=N/N1C(=O)CSC1=S,-89,nt,nt
COc1ccc(-c2noc(CSc3nc4sc(C)c(C)c4c(=O)n3-c3ccccc3)n2)cc1,nt,-0.41,-0.89
COc1ccc(C2Nc3ccccc3C(=O)N2c2ccccc2)cc1CSc1ccccn1 (stereo not given),-65,-0.43,-0.77
COc1cccc(NC(=S)N(Cc2ccco2)C(C)c2ccco2)c1 (stereo not given),-10,-1.5,-1.2
CCC(C)NC(=O)Cn1cnc2sc(C)c(S(=O)(=O)N3CCN(c4ncccn4)CC3)c2c1=O (stereo not given),36,nt,nt
CCCCNC(=S)N/N=C/c1sccc1C,-21,nt,nt
O=c1[nH]c2ccccc2n2c(-c3ccncc3)nnc12,nt,0.57,1.6
O=C1CN(C(=O)CC2c3ccccc3-c3ccccc32)CC(=O)N1,-58,-0.36,0.13
Cn1cc(C(=O)c2ccc(F)cc2)cc1-c1nc2ccccc2n1C,-20,-1.4,-1.6
CCCN(CC1CC1)C(=S)Nc1ccc(Oc2ccccc2)cc1,nt,-1.5,-1.4
O=C(NCC(=O)N(Cc1ccco1)C(C(=O)NC1CCCC1)c1cccnc1)c1ccco1 (stereo not given),-327,2.3,1.1
Cc1cc(C)nc(SCCc2ccncc2)n1,26,-0.14,0.24

No new results follow: entries from further up.
Molecule,INS promoter inh,sdo1 growth Rescue 24 h,sdo1 growth
COc1cccc(NC(=S)N(Cc2ccco2)C(C)c2ccco2)c1 (stereo not given),-10,-1.5,-1.2
CCC(C)NC(=O)Cn1cnc2sc(C)c(S(=O)(=O)N3CCN(c4ncccn4)CC3)c2c1=O (stereo not given),36,nt,nt
CCCCNC(=S)N/N=C/c1sccc1C,-21,nt,nt
O=c1[nH]c2ccccc2n2c(-c3ccncc3)nnc12,nt,0.57,1.6
O=C1CN(C(=O)CC2c3ccccc3-c3ccccc32)CC(=O)N1,-58,-0.36,0.13
Cn1cc(C(=O)c2ccc(F)cc2)cc1-c1nc2ccccc2n1C,-20,-1.4,-1.6

More records follow.
Molecule,INS promoter inh,sdo1 growth Rescue 24 h,sdo1 growth
CC(=O)Nc1ccc(S(=O)(=O)N2CCC(C(=O)O)CC2)cc1,6,nt,nt
CCOC(=O)c1sc(=S)n(-c2ccccc2)c1SC,50,-0.13,0.06
Cc1ccc(N2C(=O)c3n[nH]c(C)c3C2c2ccco2)cc1 (stereo not given),28,-1.1,-0.84
O=S(=O)(CCN1CCN(C(c2ccccc2)c2ccccc2)CC1)C(F)(F)F,nt,0.38,0.21
CSc1nc(-c2ccccc2F)c(C#N)c(=O)n1C,-6,nt,nt
COc1ccc(NC(=O)N(CCN2CCCC2)Cc2cc3cc(OC)c(OC)cc3[nH]c2=O)cc1,-38,1.8,0.95
c1cc(-n2cnnn2)ccc1NC1=NCCC1,nt,-0.21,0.5
O=C(/C=C/c1cccc([N+](=O)[O-])c1)N1CCOCC1,-5,0.32,0.53
Cn1c(O)c(N=NC(=O)c2ccco2)c2ccccc21,12,nt,nt
CCOC(=O)C1CCN(S(=O)(=O)c2cc(Br)cc3c2N(C(C)=O)C(C)C3)CC1 (stereo not given),nt,-0.64,-0.65
C=C(C)C1CC=C(C)/C(=N/NC(=O)c2ccoc2C)C1 (stereo not given),55,0.41,0.99
COc1ccccc1N1CCN(CCNC(=O)Nc2cccc(C)c2C)CC1,-34,-1.7,-1
COCCN(C(=O)c1csnn1)C(C(=O)NC(C)(C)C)c1cccc(OC)c1 (stereo not given),5,-0.8,-0.13
O=c1cc(-c2c(F)c(F)c(F)c(F)c2F)oc2c(F)c(F)c(F)c(F)c12,nt,-1.2,-1.9
COc1ccc(C(=O)Nc2ccccc2)cc1S(=O)(=O)Nc1cc(C)on1,67,1.2,1.2
COc1ccc(NC(=O)C(NS(=O)(=O)c2ccc3c(c2)CCCN3C(C)=O)C(C)C)c(OC)c1 (stereo not given),nt,0.81,0.83
CC(/C=C/C(=O)c1ccc(C)cc1)=C\c1ccccc1,nt,-1.5,-1.1
S=C(Nc1ccc2nsnc2c1)N1CCCCC1,22,1,0.94
Cc1ccsc1/C=N/N1CCN(C2c3ccccc3-c3ccccc32)CC1,3,0.12,-0.13
CC(C)C1Nc2ccc(S(=O)(=O)N3CCOCC3)cc2NC1=O (stereo not given),40,nt,nt
Cn1c(COc2ccc(Cl)cc2)nnc1SCC(=O)NC1CCCCC1,-5,nt,nt
Cc1[nH]n2c(=O)c3c(nc2c1-c1cccc2ccccc12)CCC3,8,-1.1,-0.3
COCCN=c1scc(-c2cccs2)n1/N=C/c1ccc(O)c(O)c1O,nt,-0.97,-0.12
COc1cc(OC)c(NC(=S)Nc2cc(Cl)cc(Cl)c2)cc1Cl,nt,-2,-2.2
CC1=C(C(=O)Nc2cccnc2)C(c2ccccn2)n2nnnc2N1 (stereo not given),nt,-0.05,0.4
COc1ccccc1N1CCN(CC(=O)NCCc2ccc(S(N)(=O)=O)cc2)CC1,-32,nt,nt
N#Cc1nc(Cc2cccc3ccccc23)oc1NCc1ccc(F)cc1,nt,-0.17,-0.54
Cc1cccc(Sc2ccc([N+](=O)[O-])cn2)c1,14,-1.9,-0.81
CCOC(=O)C1(CCOc2ccccc2)CCN(Cc2ccncc2)CC1,-21,nt,nt
CC1CCN(CCCNC(=O)C2CCN(S(=O)(=O)N3CCCCC3)CC2)CC1,-54,-0.54,0.25
O=C(O)c1ccc(NCCc2ccc(Cl)cc2)c([N+](=O)[O-])c1,-25,nt,nt
N/C(=N\OC(=O)c1cccc(Cl)c1)c1ccccn1,43,-1.2,-1.1
Cc1csc(NC(=O)CN2C(=O)C3CC=CCC3C2=O)n1 (stereo not given),30,-0.32,0.15
COc1ccc(-c2nnc(SCC(=O)c3ccc[nH]3)o2)cc1,8,-1.1,-0.98
CCc1cccc(NC(=O)CN(C)S(=O)(=O)c2cccs2)c1,-11,nt,nt
COC(=O)Cn1c2[n+](c3ccccc31)CC(O)CS2 (stereo not given),15,-0.75,-0.46
CCCCN(CCCC)NC(=O)c1ccccc1,7,nt,nt
CC1Cc2ccccc2N1C(=O)c1cc2c(=O)n3ccccc3nc2n1C (stereo not given),-29,-1.2,-0.72
CC(C)(C)c1ccc(C(=O)C2CCCN(C(=O)C3CCOCC3)C2)cc1 (stereo not given),-87,nt,nt
Cc1ccccc1Nc1scc(-c2ccc(Cl)cc2)[n+]1-c1ccccc1C,-14,nt,nt
Nn1c(=O)[nH]c2ccccc2c1=O,-48,nt,nt
O=C(Nc1cc2c(cc1Br)OCCCO2)c1ccccc1,0,0.03,-0.38
CCCCOc1ccc(C2C(C(=O)c3ccc(C)o3)=C(O)C(=O)N2CC2CCCO2)cc1 (stereo not given),-8,0.41,0.64
C=C(C)CSc1nnc(CCNC(=O)OC(C)(C)C)o1,26,0.4,0.74
COc1ccc([N+](=O)[O-])cc1NCc1ccccc1C,-9,-0.89,-1
CS(=O)(=O)N(CC(=O)NCc1ccc(Cl)cc1)C1CCCCC1,-120,-0.81,-0.31
COc1ccc(/C=C/C(=O)N(C)c2ccccc2C(=O)O)cc1,20,nt,nt
Cc1ccc2nc(SCC(=O)NCc3ccco3)[nH]c2c1,4,0.86,0.71
COc1ccc(S(=O)(=O)N(C)CC(=O)Nc2cccc(C(C)=O)c2)cc1Cl,nt,0.4,0.33
COc1ccc(NC(=O)CN(C)C(=O)c2ccc(C)s2)cc1,-11,0.85,1.4
CCCCCCCCCCCCCCCCn1cc[n+](C)c1,-124,nt,nt
COC(=O)c1ccccc1NC(=O)C(C)c1ccc([N+](=O)[O-])cc1 (stereo not given),43,nt,nt
Cc1ccc(-n2nnnc2SCC(=O)c2cc(C)n(CC3CCCO3)c2C)cc1 (stereo not given),nt,-1.9,-1.4
Cc1ccsc1/C=C(\C#N)C(=O)NCc1cccnc1,-3,0.24,0.94
N#Cc1ccc(-c2ccc(OCC(O)CN3CCOCC3)cc2)cc1 (stereo not given),-75,nt,nt
O=C1CN(C(=O)CN2CCOCC2)C(c2ccccc2)c2cc(Br)ccc2N1 (stereo not given),nt,0.58,1

(continued)
Molecule,INS promoter inh,sdo1 growth Rescue 24 h,sdo1 growth
Cc1ccc(C(=O)N(c2ccccn2)C(C)c2ccco2)cc1C (stereo not given),15,-0.82,-0.8
Cc1ccc(CNC(=O)C(C)OC(=O)c2cccs2)cc1 (stereo not given),-15,-1.2,-0.38
O=C1/C(=C/c2cccc(F)c2)CSc2sccc21,10,0.66&0.43,-0.44&0.08
Clc1ccc2[nH]cc(-c3nnnn3-c3ccc4ccccc4c3)c2c1,-16,0.12,-1.3
COc1nc(OC)nc(N2CCC(NC(=O)C(Cc3ccc(C(C)C)cc3)NC(C)=O)CC2)n1 (stereo not given),-1,-0.57,-0.81
O=C(NCc1ccco1)c1nn2c(C(F)(F)F)cc(-c3cccs3)nc2c1Br,-79,1.2,-0.25
CCOC(=O)N1CCN(C(=O)C(C)N(c2ccc(Oc3ccccc3)cc2)S(C)(=O)=O)CC1 (stereo not given),nt,-0.55,-0.58
CCC(=O)OCCCCCCOc1ccc(C(=O)O)cc1,nt,-0.11,-0.11
CC(C)Oc1ccc2c3c(c(=O)oc2c1)CCC3,31,-0.79,-1.2
O=C(CN1C(=O)c2cccc3cccc(c23)C1=O)N1CCCCCC1,-2,-0.97,-0.68
Cc1cccc(NC(=O)CSc2nncn2-c2ccccn2)c1,-4,nt,nt
CC(=O)/C(=C\Nc1ccc(OCc2ccccc2)cc1)c1ccccc1,40,-0.65,-1.6
COC(=O)N/N=C/c1cc(Cl)cc(Cl)c1OCc1ccc(F)cc1,-26,-1.7,-1.3
CCCC(=O)Nc1sc2c(c1C#N)CCCCC2,35,-1,-1.6
Fc1ccc(CNC(=S)Nc2ccc(OC(F)F)cc2)cc1,15,-0.21,-0.41
CCCNC(=O)COC(=O)c1cccnc1Nc1ccccc1F,-19,0.7,0.54
CSc1cccc(NC(=O)c2ccco2)c1,-42,1.4,0.85
O=C(CCC1CCCCC1)N1CCN(Cc2ccc3c(c2)OCO3)CC1,25,-0.89,-1.9
CCc1c(C)sc(NC(=S)Nc2nc(C)cc(C)n2)c1C(=O)OC,21,nt,nt
CCc1ccc(C2C3=C(CC(C)(C)CC3=O)OC3=C2C(=O)CC(C)(C)C3)cc1,-61,-0.07,-0.59
CCn1c(=S)[nH]c2ccccc21,-271,0.38,0.69
